Pol eta inh: qHTS for Inhibitors of Polymerase Eta; AID 588591, 2011; hit rate 1.2% among 390,000; Potency, µM (top dose mostly 114 µM), for inactives: top-dose activity change, negative = inhibition, usual class: inhibitors; recombinant Pol eta, fluorescent DNA replication assay; also: % is scaled to controls: 0 for no effect and ±100 for the full control effect
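Pol eta (10 nM) was preincubated with compounds for 15 min at room temperature, after which fluorescent replication substrate (50 nM final) was added to start the reaction. Fluorescence was read kinetically at 0 and 10 min.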
Pol kappa inh: qHTS for Inhibitors of Polymerase Kappa; DNA polymerase kappa (Homo sapiens), Q9UBT6; purified Pol kappa, fluorescent DNA synthesis assay, 10 min; Potency, µM (doses to about 107 µM), without a hit: top-dose activity, negative = inhibition, actives largely listed as inhibitors; hit rate 0.53% among 400,000; also: % is scaled to controls: 0 for no effect and ±100 for the full control effect
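Kinetic fluorescence screen: compound preincubated 15 min RT with 10 nM enzyme; 50 nM substrate (final) initiates; reads at 0/10 min.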
POLI inh: qHTS for Inhibitors of Polymerase Iota; Pol iota fluorescent replication assay, 10 min; Potency, µM (top dose mostly 115 µM), for inactives: at the highest dose activity, negative = inhibition, actives largely listed as inhibitors; hit rate 1% among 390,000; AID 588590, 2011
Target sequence (Q9UNA4 whole entry, looked up): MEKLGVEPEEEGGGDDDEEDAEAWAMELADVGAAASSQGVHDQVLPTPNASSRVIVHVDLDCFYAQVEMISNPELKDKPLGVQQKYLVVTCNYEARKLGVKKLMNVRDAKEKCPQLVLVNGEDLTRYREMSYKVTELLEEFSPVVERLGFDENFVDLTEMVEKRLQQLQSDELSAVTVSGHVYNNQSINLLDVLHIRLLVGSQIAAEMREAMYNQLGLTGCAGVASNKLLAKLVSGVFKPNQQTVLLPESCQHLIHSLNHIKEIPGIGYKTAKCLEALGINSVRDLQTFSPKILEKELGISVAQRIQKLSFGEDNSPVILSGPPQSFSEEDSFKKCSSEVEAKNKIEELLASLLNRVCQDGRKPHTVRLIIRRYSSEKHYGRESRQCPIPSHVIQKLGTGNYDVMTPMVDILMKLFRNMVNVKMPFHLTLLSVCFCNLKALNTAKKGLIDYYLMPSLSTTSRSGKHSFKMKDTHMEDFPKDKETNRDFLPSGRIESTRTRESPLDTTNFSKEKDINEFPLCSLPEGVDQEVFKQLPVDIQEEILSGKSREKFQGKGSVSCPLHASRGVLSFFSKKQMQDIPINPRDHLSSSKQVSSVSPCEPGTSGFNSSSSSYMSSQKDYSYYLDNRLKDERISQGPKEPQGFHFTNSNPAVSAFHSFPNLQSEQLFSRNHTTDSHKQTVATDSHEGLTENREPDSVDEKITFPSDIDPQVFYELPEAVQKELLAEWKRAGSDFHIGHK
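Pol iota at 10 nM preincubated 15 min with compounds at room temperature; reaction started with fluorescent substrate, 50 nM final. Fluorescence read kinetically at 0 and 10 min; buffer-only wells as negative control.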
JMJD2A Tudor: qHTS Assay for Inhibitors of JMJD2A-Tudor Domain; AlphaScreen JMJD2A-Tudor / H3K4me3 peptide binding; Potency, µM (doses to about 114 µM), for the others: at the top dose activity change, negative = inhibition, usual class: inhibitors; hit rate 4.4% among 390,000; AID 504339, 2011; also: % is scaled to controls: 0 for no effect and ±100 for the full control effect; nearly all actives have a fitted effect of over 50% in size
APE1 inh: qHTS Assay for Inhibitors of the Human Apurinic/apyrimidinic Endonuclease 1 (APE1); DNA repair nuclease/redox regulator APEX1 (Homo sapiens), P27695; recombinant APE1, TAMRA/BHQ-2 abasic DNA cleavage fluorescence; Potency, µM (highest dose often 65.8 µM), for inactives: at the highest dose activity change, negative = inhibition, hits mostly inhibitors; hit rate 0.35% among 350,000;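 also: plate controls were vehicle for no effect and reference inhibitor for full effect; nearly all actives have a fitted effect of over 55% in size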
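Activity was derived from the fluorescence gain between first and third kinetic reads (60 s intervals, ex 525/em 598 nm) after 50 nM THF-abasic TAMRA/BHQ-2 duplex was added to 0.75 nM APE1 preincubated 15 min with compound.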
BAZ2B block: qHTS Assay for Inhibitors of BAZ2B; hit rate 4.4% among 360,000; Bromodomain adjacent to zinc finger domain protein 2B (Homo sapiens), Q9UIF8; Potency, µM (titrated, usually from 114 µM), inactives show at the highest dose activity change, negative = inhibition, hits mostly inhibitors; AID 504333, 2011; AlphaScreen BAZ2B-H3K14Ac peptide displacement; also: % is scaled to controls: 0 for no effect and ±100 for the full control effect; nearly all actives have a fitted effect of over 60% in size
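Complex of BAZ2B and biotin-H3K14Ac (50 nM apiece) forms over 30 min at RT, then faces library compounds up to 110 uM for another 30 min; AlphaScreen beads added, 20 min dark incubation, luminescence read.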
Pol beta inh: qHTS Assay for Inhibitors of DNA Polymerase Beta | hit rate 1.3% among 340,000 | Pol beta primer extension/strand displacement, fluorescence kinetic | Potency, µM (titrated, usually from 114 µM), for inactives: at the highest dose activity change, negative = inhibition, actives largely listed as inhibitors | P06746; also: % is scaled to controls: 0 for no effect and ±100 for the full control effect
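Human Pol beta at 10 nM; strand-displacement substrate 50 nM final. Compound exposure 15 min at room temperature before start, reaction 10 min at room temperature.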
BLM helicase inh: qHTS Assay for Inhibitors of Bloom's syndrome helicase (BLM) | Potency, µM (titrated, usually from 56.1 µM), without a hit: at the top dose activity change, negative = inhibition, usual class: inhibitors | recombinant BLM DNA unwinding, fluorescence dequenching | RecQ-like DNA helicase BLM (Homo sapiens), P54132 | hit rate 0.2% among 350,000;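 also: plate controls were vehicle for no effect and no enzyme for full effect; nearly all actives have a fitted effect of over 35% in size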
G9a block: qHTS Assay for Inhibitors of Histone Lysine Methyltransferase G9a; Histone-lysine N-methyltransferase EHMT2 (Homo sapiens), Q96KQ7; G9a H3K9 monomethylation, AlphaScreen, 2 h; Potency, µM (doses to about 102 µM), without a hit: at the top dose activity, negative = inhibition, usual class: inhibitors; hit rate 8.8% among 350,000; also: % is scaled to controls: 0 for no effect and ±100 for the full control effect; nearly all actives have a fitted effect of over 75% in size
Target sequence (Q96KQ7 913-1193 limits assumed): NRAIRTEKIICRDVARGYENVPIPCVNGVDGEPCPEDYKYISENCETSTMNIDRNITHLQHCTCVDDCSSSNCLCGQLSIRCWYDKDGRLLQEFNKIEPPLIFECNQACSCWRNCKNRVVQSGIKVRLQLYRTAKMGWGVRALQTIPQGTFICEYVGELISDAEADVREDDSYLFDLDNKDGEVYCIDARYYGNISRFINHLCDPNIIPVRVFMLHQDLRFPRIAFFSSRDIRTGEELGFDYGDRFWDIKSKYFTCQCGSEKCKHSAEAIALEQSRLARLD
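Enzyme 20 nM + cpd, 15 min RT; add b-H3K9 pep 500 nM / SAM 20 uM; 2 h RT; anti-H3K9me1 Ab 0.5 ug/mL + SA donor / anti-rabbit acceptor beads 20 ug/mL each, 10 min; AlphaScreen read.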
The depositor's hits bear a star; ? = inconclusive; nt = not tested or not shown; [ ] = remark or other dose. Calls follow the shape of the dose curve; as a rule, active = well fitted curve in the direction sought with a large enough effect; inconclusive = small, poorly fitted or top-dose-only effect, or another doubt; inactive = no such curve, though single readings can be large; an effect the other way counts as inactive or inconclusive. Potency is read from the fitted curve at half-maximal effect. Only part of the results is shown, so the mix of outcomes need not match the whole.

SMILES	Pol eta inh	Pol kappa inh	POLI inh	JMJD2A Tudor	APE1 inh	BAZ2B block	Pol beta inh	BLM helicase inh	G9a block
O=C(NCc1cc(C(F)(F)F)cc(C(F)(F)F)c1)C1CC(c2cccc(F)c2)=NO1 (stereo not given)	-15%	11%	18%	1%	-3%	-11%	8%	-3%	53%[activator][12.7 µM]
O=C(/C=C/Nc1ccc(F)c(F)c1)c1cccs1	-9%	-10%	-4%	-19%	-4%	1%	4%[57.1 µM]	-3%	45µM*
Cc1cccc(NC(=O)COc2ccc3oc4c(c3c2)CCCC4)n1	5%	-6%	12%	-18%	-2%	-34%	0%	0%	36%[12.7 µM]
CSCCC(NS(=O)(=O)c1ccc2c(c1)oc(=O)n2C)C(=O)NCCc1ccc(C)cc1 (stereo not given)	-10%	-6%[60.1 µM]	7%	-4%	nt	10%	-21%	2%	6%[59 µM]
CN1CCN(C(=O)C(N)Cc2ccccc2)CC1 (stereo not given)	-8%	-12%	69%[activator]	7%	-2%	-15%	-2%	-1%	-9%
CCOC(=O)CSc1n[nH]c(NC(=O)c2cccc(C)c2)n1	-11%	-5%	-14%	-1%	2%	1%	46%	-4%	-14%
Cc1ccc(/C=C2\SC(=S)N(CCCC(=O)NNC(=O)c3ccccc3O)C2=O)cc1	-6%	13%	1%	-33%	0%	?	6%	-5%	8%
CCOC(=O)c1c(NC(=O)CSc2nnc(-c3ccccc3C)n2C)sc(C(C)=O)c1C	35µM*	?	15%	-31%	-6%	50µM*	18%	-2%	?
N#Cc1ccccc1CSc1ccc(-c2nc3ccccc3[nH]2)cn1	6%	-10%[60.1 µM]	4%	-11%	0%	4%	-1%	-6%	?
CSC(=S)N/N=C/c1c[nH]c2ccccc12	-28%	-7%	75%[activator]	?	0%	35µM*	6%	-19%	-9%[59 µM]
COc1cc(SC)ccc1C(=O)Nc1nc2ccccc2[nH]1	-18%	-3%	-1%	-13%	42%	-3%	-8%	-3%	7%
O=C(c1ccco1)N1CCN(c2cc(=O)n(C3CCCCC3)c(=O)[nH]2)CC1	-13%	-3%	14%	-8%	-2%	6%	24%	1%	nt
CN1CCN(C(=O)c2ccc(-c3nn(C)c(=O)c4ccccc34)cc2)CC1	-8%	-3%	-7%	-5%	nt	nt	nt	nt	nt
CCc1ccc(NC(=O)CSc2nc(C)c(C(=O)Nc3ccc(Cl)cc3)c(-c3ccc(OC)cc3)c2C#N)cc1	-21%	2%	19%	-6%	nt	-2%	5%	-9%	7%[59 µM]
O=C(c1cccc(S(=O)(=O)N2CCCCC2)c1)N1CCCCC1	-12%	2%	-7%	1%	-7%	-2%	1%	0%	10%[59 µM]
O=C(NCC1CC1)Nc1ccccc1	-18%	4%	6%	-1%	-2%	-2%	-2%	-5%	3%[0.501 µM]
CCN(CC)c1ccc(/C=N/n2c(-c3ccccc3Br)n[nH]c2=S)cc1	-17%	-10%	127%[activator]	?	-7%	?	-8%	-8%	2.8µM*
Cc1onc(-c2ccccc2Cl)c1C(=O)NCCn1ccc2ccccc21	-18%	-1%	17%	2%	-4%	-3%	24%	-4%	17%
C=CCOc1cccc(C2C(C(=O)c3ccco3)=C(O)C(=O)N2CCN2CCOCC2)c1 (stereo not given)	-14%	2%	8%	?	-6%	?	-23%	-3%	-27%[12.7 µM]
CCNC(=O)c1sc2cc(C)ccc2c1Cl	-17%	-10%	59%[activator]	-2%	?	0%	57%	1%	-21%[59 µM]

Marked active in Pol eta inh, among the entries above:
SMILES	Pol eta inh	Pol kappa inh	POLI inh	JMJD2A Tudor	APE1 inh	BAZ2B block	Pol beta inh	BLM helicase inh	G9a block
CCOC(=O)c1c(NC(=O)CSc2nnc(-c3ccccc3C)n2C)sc(C(C)=O)c1C	35µM*	?	15%	-31%	-6%	50µM*	18%	-2%	?

(next part)
SMILES	Pol eta inh	Pol kappa inh	POLI inh	JMJD2A Tudor	APE1 inh	BAZ2B block	Pol beta inh	BLM helicase inh	G9a block
COC(=O)c1cn(NC(=O)/C=C/c2ccc(OC)c(OC)c2)c(=O)c2ccccc12	-9%	7%	4%	-7%	4%	-6%	11%	-1%	21%[59 µM]
C#CCOCCOCCOCCNc1nc(N2CCN(C(=O)[C@H](C)n3cc(CCCN=C(N)N)nn3)CC2)nc(N2CCN(C(=O)[C@H](C)n3cc(CCCN=C(N)N)nn3)CC2)n1	-4%	2%	?	-21%	3%	-6%	2%	48%[activator]	79µM*
COc1ccc(C(C)NC(=O)C2CCCC2)cc1 (stereo not given)	-6%	-4%	33%[activator]	5%	20%	-3%	10%	-1%	49%[activator]
CC1(C)Cc2c(C#N)c(N3CCN(C(=O)c4ccccc4Cl)CC3)nc(-c3ccco3)c2CS1	10µM*	79µM*	?	?	-11%	40µM*	20µM*	14µM*	nt
CC(=O)NCc1nc2cccnc2n1Cc1ccccc1	-26%	-7%[60.1 µM]	11%	-1%	nt	4%	-23%	0%	-3%[59 µM]
O=C(Nc1ccccc1C(=O)NCc1ccccc1)C1=CSCCO1	-8%	7%	28%	16%	52%	-17%	15%	0%	52%[activator]
Cc1cc(Cl)ccc1C(=O)C1CCCN(C(=O)c2cncs2)C1 (stereo not given)	0%	-2%	22%	-21%	14%	-4%[57.1 µM]	85%	-1%	-9%
CCOC(=O)c1ccc(NCn2c(=O)oc3ccccc32)cc1	-4%	-3%	15%	-14%	-1%	-5%	2%	-1%	10%[2.33 µM]
O=C(Nc1ccc(Cl)cc1Cl)c1ccc(-c2ccccc2)cc1	-1%	-11%	54%[activator]	0%	-4%	3%	36%	2%	-7%
Cc1nn(-c2ccccc2)c(C)c1/C=N/NC(=O)CSc1nc2ccccc2c(=O)n1-c1ccccc1	-4%	-2%	20%	-16%	0%	-1%	14%	-9%	10%[59 µM]
O=C(/C=C/c1ccc2c(c1)S(=O)(=O)N(Cc1ccccc1)[C@H]2CC(=O)N1CCOCC1)N1CCOCC1	-5%	?	?	-11%	-2%	nt	nt	nt	nt
C=CCn1c(SCC(=O)N2CCOCC2)nc2sc(CC)cc2c1=O	-17%	-17%	18%	1%	28%	nt	nt	nt	nt
COc1ccc(NC(=O)CSc2nc3c([nH]c4ccccc43)c(=O)n2-c2ccccc2)c(OC)c1	-4%	-5%[60.1 µM]	21%	-4%	nt	1%	-10%	-3%	5%[59 µM]
CCN(CC)C(=O)c1sc2nc(N3CCOCC3)c3c(c2c1N)CCCC3	-16%	-6%	2%	?	21%	-4%	20%	-1%	8.9µM*
Cc1nc2cnc(N3CCNCC3)nc2n(CCc2ccccc2)c1=O	nt	10%[60.1 µM]	nt	nt	13%	nt	nt	-2%	10%[0.501 µM]
COc1cccc(C(=O)NCC(c2ccc3c(c2)OCO3)N2CCN(c3ccc(F)cc3)CC2)c1 (stereo not given)	-11%	-16%	4%	?	-16%	0%	nt	nt	45µM*
Cc1noc(C)c1CSCC(=O)Nc1ccc(S(=O)(=O)C(F)F)cc1	-18%	3%	54%[activator]	1%	1%	14%	nt	nt	?
O=C1ON=C(c2ccccc2)/C1=C/c1ccc(-c2ccccc2[N+](=O)[O-])o1	22µM*	-24%	?	28µM*	-6%	22µM*	-27%	-27%	7.1µM*
O=C(NC(=S)Nc1ccc2nc[nH]c2c1)c1ccccc1	-18%	-4%	106%[activator]	-19%	2%	-22%	108%	1%	50µM*
CC1(C(=O)NNC(=S)NCC2CCCO2)CC1(Cl)Cl (stereo not given)	-18%	-5%	3%	5%	31%	0%	-2%	-3%	56%[activator]
Cc1cccc(N=Nc2c(C)[nH]n(-c3ccccc3)c2=O)c1	-10%	-1%	56%[activator]	11µM*	7%	3.2µM*	2%	1%	nt
CCOC(=O)/C=c1/s/c(=C/c2ccccc2OC)c(=O)n1CC(=O)N1CCOCC1	-23%	-13%	-5%	-21%	nt	nt	nt	nt	nt
CN=C1S/C(=C\c2cccn2-c2cccc(Br)c2)C(=O)N1C	-15%	2%	7%	-19%	nt	nt	nt	nt	nt

By substructure: the compounds so far with a Cl atom
SMILES	Pol eta inh	Pol kappa inh	POLI inh	JMJD2A Tudor	APE1 inh	BAZ2B block	Pol beta inh	BLM helicase inh	G9a block
CCc1ccc(NC(=O)CSc2nc(C)c(C(=O)Nc3ccc(Cl)cc3)c(-c3ccc(OC)cc3)c2C#N)cc1	-21%	2%	19%	-6%	nt	-2%	5%	-9%	7%[59 µM]
Cc1onc(-c2ccccc2Cl)c1C(=O)NCCn1ccc2ccccc21	-18%	-1%	17%	2%	-4%	-3%	24%	-4%	17%
CCNC(=O)c1sc2cc(C)ccc2c1Cl	-17%	-10%	59%[activator]	-2%	?	0%	57%	1%	-21%[59 µM]
CC1(C)Cc2c(C#N)c(N3CCN(C(=O)c4ccccc4Cl)CC3)nc(-c3ccco3)c2CS1	10µM*	79µM*	?	?	-11%	40µM*	20µM*	14µM*	nt
Cc1cc(Cl)ccc1C(=O)C1CCCN(C(=O)c2cncs2)C1 (stereo not given)	0%	-2%	22%	-21%	14%	-4%[57.1 µM]	85%	-1%	-9%
O=C(Nc1ccc(Cl)cc1Cl)c1ccc(-c2ccccc2)cc1	-1%	-11%	54%[activator]	0%	-4%	3%	36%	2%	-7%
CC1(C(=O)NNC(=S)NCC2CCCO2)CC1(Cl)Cl (stereo not given)	-18%	-5%	3%	5%	31%	0%	-2%	-3%	56%[activator]

Screening data (PubChem BioAssay)
